# All columns: NCI-60 one-dose screen, growth in % after 48 h at 10 µM unless noted; 100 = growth as untreated, 0 = no growth, -100 = all killed.
# HT29 – HT29 colon cancer | actives 7.4% (n = 81,000) | AID 1794748
# HCT-116 – HCT-116 colon cancer; AID 1794798; actives 7.3% (n = 82,000)
# HCC-2998 – HCC-2998 colon cancer | actives 4.7% (n = 79,000) | AID 1794799
# HCT-15 – HCT-15 colon cancer; actives 5.2% (n = 82,000)
# TK-10 – TK-10 renal cancer cells | actives 3.9% (n = 81,000) | AID 1794769
# SW-620 – SW-620 colon cancer. actives 5.2% (n = 82,000). AID 1794795
# SN12C – SN12C renal cancer cells. actives 3.8% (n = 81,000). AID 1794767
# 786-0 – 786-0 renal cancer cells. actives 5.1% (n = 81,000)
# UO-31 – UO-31 renal cancer; actives 5.2% (n = 81,000)
# Numbers without * were called inactive; . = not tested or not shown; & = joins results of further samples. How the source made its calls: active means growth percent below 10; inactive means the rest.
compound | UO-31 | HCT-15 | 786-0 | SN12C | HCT-116 | SW-620 | TK-10 | HT29 | HCC-2998
COc1cccc(-c2nc(Nc3cccc(S(N)(=O)=O)c3)c3ccccc3n2)c1 | 81.9 | 41.9 | 89.9 | 77.4 | 96.6 | 100.4 | 88.1 | 86.3 | 99.6
NC(=O)c1c(NC(=O)c2cccc(OC(F)(F)F)c2)sc2c1CCC(=O)C2 | 30.1 | 19.2 | 89.4 | 59.5 | 15.6 | 18.3 | 73.3 | 40.3 | 104.1
Cc1csc(/N=C(N)/N=C(\N)c2ccc(Cl)cc2)n1 | 87.4 | 96.6 | 92.2 | 100.6 | 99.8 | 100.8 | 117.9 | 106.0 | 98.7
C=C(C)C(=O)OCC[N+](CC)(CC)CC | 93.2 | 107.5 | 102.4 | 82.7 | 107.4 | 114.4 | 97.1 | 89.3 | 103.0
Ic1ccc(I)cc1 | 88.3 | 106.0 | 96.4 | 98.0 | 98.4 | 101.4 | 102.1 | 103.8 | 103.7
COC(=O)C1=C(C)NC(C)=C(C(=O)OCc2ccccc2)C1c1cccc(C#N)c1 (stereo not given) | 90.6 | 33.1 | 77.6 | 93.9 | 28.0 | 54.0 | 105.1 | 68.5 | 92.7
Cc1oc2ncnc(Nc3ccccc3)c2c1C(=O)NCCO | 87.7 | 98.1 | 98.7 | 93.2 | 99.3 | 95.1 | 121.7 | 106.2 | 102.6
CCN(CC)CC(Cc1ccccc1)OC(=O)Nc1ccccc1 (stereo not given) | 82.1 | 109.2 | 105.7 | 96.0 | 105.9 | 96.6 | 116.5 | 100.8 | 88.8
CC(=O)NNc1ccc2nnc(-c3ccccc3)n2n1 | 88.5 | 102.6 | 104.4 | 97.1 | 106.8 | 90.6 | 106.2 | 128.9 | 100.3
COc1ccc(-c2cn3ccnc3c(-c3ccc4ncn(C5CCCCC5)c4c3)n2)cc1 | 38.5 | 21.2 | 16.8 | 36.4 | 8.7* | 22.2 | 81.5 | 7.5* | 37.4
CCCCCCOc1cccc(/C=C2\N=C3SCCCN3C2=O)c1 | 81.4 | 89.9 | 80.6 | . | 83.4 | 103.5 | 94.9 | 86.0 | 95.5
COc1c(F)ccc(C(=O)Nc2ccc3nc(NC(=O)C4CCCN(S(=O)(=O)C5CC5)C4)sc3c2)c1F (stereo not given) | 43.1 | 34.0 | 31.1 | 65.0 | 32.2 | 78.7 | 74.5 | 44.1 | 59.8
Cc1cccc[n+]1CC(=O)c1ccc(Br)cc1 | 95.2 | 98.7 | 92.5 | . | 104.6 | 109.5 | 97.2 | 90.4 | 95.7
Nc1nc2c(s1)CCc1c-2c(Br)n(Cc2ccccc2)c1-c1ccccc1 | 81.9 | 88.0 | 104.6 | 91.8 | 90.0 | 78.4 | 120.1 | 112.2 | 106.5
CC(=O)COC(=O)c1ccccc1 | 92.9 | 99.1 | 107.7 | 102.4 | 113.0 | 107.0 | 181.6 | 151.0 | 109.7
Cc1cccc(NC(=O)Nc2cccc(C)c2)c1 | 90.5 | 96.1 | 90.2 | 102.2 | 104.0 | 108.7 | 98.0 | 103.5 | 98.8
CCN(CC)CCCNc1c2c(nc3c(Cl)cccc13)CCCC2 | 78.7 | 105.1 | 100.2 | 102.2 | 96.5 | 93.2 | 106.7 | 86.7 | 98.8
Cc1nc(-c2ccc(Br)cc2)ccc1C(=O)N/N=C/c1ccccc1 | 85.0 | 104.5 | 96.1 | 99.8 | 107.9 | 102.8 | 90.1 | 101.8 | 117.7
COc1cc(NC(=O)NCc2ccco2)ccc1-c1ccc(NC(=O)NCc2ccco2)cc1OC | 73.4 | 48.7 | 40.1 | 69.4 | 35.2 | 72.6 | 37.7 | 33.7 | .
COc1cc(-c2nc(-c3ccccc3)[nH]c2-c2ccnc(NCCCNS(=O)(=O)c3ccc(F)cc3)n2)ccc1F | 60.9 | 49.5 | 81.3 | 72.8 | 53.5 | 92.3 | 123.3 | 49.5 | 126.4
CCN(CC)CCC(CN=C(N)N)c1ccc(Cl)cc1 (stereo not given) | 105.0 | 99.8 | 89.6 | 98.7 | 82.1 | 94.1 | 89.0 | 78.1 | 104.1
O=NN(CCCl)C(=O)NC1CCCCC1 | 90.8&85.6 | 97.0&101.5 | 103.4&94.9 | 114.8&98.7 | 97.5&99.6 | 103.2&108.8 | 93.9&96.9 | 100.5&101.5 | 106.8&101.2
COc1ccc(-c2cc(-c3cccnc3)nc(OCc3nnc(-c4ccc(Cl)cc4)o3)c2C#N)cc1OC | 81.5 | 110.1 | 110.5 | 99.1 | 101.2 | 99.9 | 122.7 | 92.1 | 101.5
CCC(C)c1ccccc1OCC(C)OC(=O)Cc1ccccc1 (stereo not given) | 92.3 | 107.1 | 100.1 | 106.1 | 90.8 | 104.0 | 90.2 | 85.1 | 106.0
O=C1Nc2ccc([N+](=O)[O-])cc2C1=Nc1ccc(Cl)c(C(F)(F)F)c1 | 76.1 | 96.2 | 104.4 | 93.8 | 103.7 | 103.7 | 106.6 | 112.5 | 114.5
CCOC(=O)Cc1cnn(C)c1NC(C)=O | 88.6 | 106.4 | 101.0 | 90.5 | 103.3 | 102.6 | 92.2 | 103.7 | 105.9
Cc1[nH]nc(-c2cccnc2)c1N=NN(C)C | 100.1 | 103.3 | 117.2 | 87.4 | 115.5 | 101.8 | 121.8 | 109.3 | 104.8
O=C1C=C(Cl)C(=O)c2ccccc21 | 60.8 | 98.9 | 109.9 | 100.8 | . | 98.0 | 152.2 | 118.6 | 124.9
O=S(Cc1ccc(Cl)cc1)c1ccccc1 (stereo not given) | 116.8 | 108.2 | 99.8 | 121.8 | 101.3 | 99.8 | 104.4 | 102.2 | .
CC1=C(C#N)C(C)(C)C(C#N)=C(C)N1 | 91.1 | 98.6 | 104.7 | 99.5 | 104.0 | 102.1 | 103.3 | 104.8 | 107.7
CC(=O)N(O)c1ccc(/C=C/c2ccccc2)cc1 | -30.8* | 62.7 | 19.9 | 26.5 | 19.7 | 23.3 | 4.9* | 47.0 | 14.3
Cc1cc(N=Nc2ccc(N=Nc3ccc(O)c(C(=O)O)c3)cc2)c(N)cc1N | 85.5 | 100.7 | 101.9 | 106.2 | 101.5 | 94.3 | 118.3 | 101.7 | 99.4
CCC(C)C(C)(C)O (stereo not given) | 96.6 | 99.4 | 95.3 | 111.0 | 104.5 | 107.6 | 103.7 | 102.2 | 117.7
CC(=O)c1c(C)nc2ccccc2c1/C=C/c1ccc(F)cc1 | 67.6 | 84.8 | 89.4 | 93.3 | 74.6 | 97.1 | 91.8 | 90.7 | 99.0
CCCCCCCCCCCCCCCn1nnnc1N | 96.7 | 97.5 | . | 104.7 | 102.6 | 91.4 | 108.9 | 103.6 | 105.1
COc1cc(-c2nn(-c3cccc(NC(=O)c4cccc(C(F)(F)F)c4)c3)cc2-c2ccncc2)ccc1Cl | 25.1 | 12.8 | 29.8 | 34.4 | 8.2* | 36.0 | 8.1* | -12.1* | .
C#Cc1cnc(Nc2ccc(OC)cc2)nc1NCCCNC(=O)C1CCC1 | 32.0 | 66.5 | 46.2 | 42.2 | 51.2 | 38.3 | 54.2 | 66.4 | 102.0
COS(=O)OCCCl (stereo not given) | 92.3 | 102.2 | 98.2 | 104.5 | 99.9 | 103.3 | 104.9 | 106.1 | 96.4
ClCCCOCCCCl | 76.5 | 101.3 | 95.3 | 101.5 | 100.7 | 100.4 | 103.3 | 100.6 | 112.9
CN(C)c1ccc(C(=C2C=CC(=[N+](C)C)C=C2)c2cc(S(=O)(=O)O)cc3cc(S(=O)(=O)O)ccc23)cc1 | 94.6&74.8 | 104.7&107.3 | 100.0&112.2 | 106.0&110.4 | 108.9&104.9 | 105.6&106.5 | 90.0&95.5 | 92.7&104.2 | 104.4&109.7

# Entries above that contain a carbonyl joined to an NH by a bond outside any ring:
compound | UO-31 | HCT-15 | 786-0 | SN12C | HCT-116 | SW-620 | TK-10 | HT29 | HCC-2998
NC(=O)c1c(NC(=O)c2cccc(OC(F)(F)F)c2)sc2c1CCC(=O)C2 | 30.1 | 19.2 | 89.4 | 59.5 | 15.6 | 18.3 | 73.3 | 40.3 | 104.1
Cc1oc2ncnc(Nc3ccccc3)c2c1C(=O)NCCO | 87.7 | 98.1 | 98.7 | 93.2 | 99.3 | 95.1 | 121.7 | 106.2 | 102.6
CCN(CC)CC(Cc1ccccc1)OC(=O)Nc1ccccc1 (stereo not given) | 82.1 | 109.2 | 105.7 | 96.0 | 105.9 | 96.6 | 116.5 | 100.8 | 88.8
CC(=O)NNc1ccc2nnc(-c3ccccc3)n2n1 | 88.5 | 102.6 | 104.4 | 97.1 | 106.8 | 90.6 | 106.2 | 128.9 | 100.3
COc1c(F)ccc(C(=O)Nc2ccc3nc(NC(=O)C4CCCN(S(=O)(=O)C5CC5)C4)sc3c2)c1F (stereo not given) | 43.1 | 34.0 | 31.1 | 65.0 | 32.2 | 78.7 | 74.5 | 44.1 | 59.8
Cc1cccc(NC(=O)Nc2cccc(C)c2)c1 | 90.5 | 96.1 | 90.2 | 102.2 | 104.0 | 108.7 | 98.0 | 103.5 | 98.8
Cc1nc(-c2ccc(Br)cc2)ccc1C(=O)N/N=C/c1ccccc1 | 85.0 | 104.5 | 96.1 | 99.8 | 107.9 | 102.8 | 90.1 | 101.8 | 117.7
COc1cc(NC(=O)NCc2ccco2)ccc1-c1ccc(NC(=O)NCc2ccco2)cc1OC | 73.4 | 48.7 | 40.1 | 69.4 | 35.2 | 72.6 | 37.7 | 33.7 | .
O=NN(CCCl)C(=O)NC1CCCCC1 | 90.8&85.6 | 97.0&101.5 | 103.4&94.9 | 114.8&98.7 | 97.5&99.6 | 103.2&108.8 | 93.9&96.9 | 100.5&101.5 | 106.8&101.2
CCOC(=O)Cc1cnn(C)c1NC(C)=O | 88.6 | 106.4 | 101.0 | 90.5 | 103.3 | 102.6 | 92.2 | 103.7 | 105.9
COc1cc(-c2nn(-c3cccc(NC(=O)c4cccc(C(F)(F)F)c4)c3)cc2-c2ccncc2)ccc1Cl | 25.1 | 12.8 | 29.8 | 34.4 | 8.2* | 36.0 | 8.1* | -12.1* | .
C#Cc1cnc(Nc2ccc(OC)cc2)nc1NCCCNC(=O)C1CCC1 | 32.0 | 66.5 | 46.2 | 42.2 | 51.2 | 38.3 | 54.2 | 66.4 | 102.0

# Screening results (PubChem BioAssay)
